Assay outcomes (PubChem BioAssay)
NOD2 inhibition – inhibition of NOD2-driven NF-kB reporter – cell-based, luminescence, uHTS, HEK293 (AID 1566). one-dose inhibition, % at 4 µM; EC50 in µM for titrated hits. HEK293 NOD2/NF-kB luciferase reporter, luminescence; higher % means a stronger effect. 0.63% of 290,000 active; also: many of its hits are not listed in these tables
GPR55 activation – GPR55 agonists via beta-arrestin recruitment, primary screen, imaging, U2OS cells, beta-arrestin-GFP redistribution (AID 1961) | U2OS GPR55 beta-arrestin-GFP redistribution imaging; higher % means a stronger effect | one-dose activation, % at 10 µM; EC50 in µM for titrated hits | 0.048% of 290,000 active;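 active = activation above 40% with more than 50 cells counted in the well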;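 also: U2OS osteosarcoma cells stably expressing GPR55 and beta-arrestin-GFP; plate controls were DMSO negative control for no effect and LPI positive control for full effect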
KOR beta-arrestin-1 – KOR agonists, beta-arrestin recruitment, primary screen, cell-based, luminescence, uHTS (AID 1777); 0.02% of 280,000 active; one-dose activation, % at 10 µM; EC50 in µM for titrated hits; KOR beta-arrestin recruitment, luminescence; higher % means a stronger effect; in the data active = activation above about 50%, passing the limit was not always enough; also: a part of the inactive calls stands beside numbers as strong as those of hits
TNAP activation fold – human TNAP enzyme activators, primary screen, biochemical, luminescent, no phosphate acceptor, uHTS (AID 1001) | purified TNAP, luminescent activation assay, no phosphate acceptor; higher activation fold means a stronger effect | activation fold at 20 µM; hits with a dose series show EC50 in µM | 0.03% of 200,000 active; in the data active = activation fold from about 3, or a potency from the dose series; inactive = the rest, 99 in 100 with activation fold below about 1.6; also: many of its hits are not listed in these tables
KOR beta-arrestin-2 – kappa opioid receptor blockers – cell-based, luminescence, uHTS (AID 1778); KOR beta-arrestin recruitment, luminescence, antagonist mode; higher % means a stronger effect; inhibition, % at 10 µM, or IC50 in µM where a hit was titrated; 0.091% of 290,000 active; also: strong numbers were not always called active
NOD1 NF-kB reporter – NOD1 signaling inhibitors, primary screen, cell-based, luminescence, uHTS (AID 1578) | inhibition, % at 4 µM, or EC50 in µM where a hit was titrated | NOD1-driven NF-kB luciferase reporter cells, luminescence; higher % means a stronger effect | 1% of 290,000 active; in the data active = inhibition mostly above about 36%, no sharp cut-off; inactive = mostly below about 34%;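 also: HEK-293T reporter cells stimulated with the NOD1 agonist gamma-tri-DAP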
NTR1 ag – agonists of NTR1, primary screen, imaging, U2OS cells, beta-arrestin-GFP, high content (AID 493036) | 0.17% of 330,000 active | activation, % at 20 µM | NTR1-U2OS beta-arrestin-GFP spot imaging, agonist mode | P30989;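 active = activation at or above 40% of the spot to cytoplasm intensity ratio, with at least 20 cells analyzed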;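 also: 0% = DMSO without peptide and 100% = 100 nM NTR1 peptide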
Target sequence (P30989 whole entry, looked up): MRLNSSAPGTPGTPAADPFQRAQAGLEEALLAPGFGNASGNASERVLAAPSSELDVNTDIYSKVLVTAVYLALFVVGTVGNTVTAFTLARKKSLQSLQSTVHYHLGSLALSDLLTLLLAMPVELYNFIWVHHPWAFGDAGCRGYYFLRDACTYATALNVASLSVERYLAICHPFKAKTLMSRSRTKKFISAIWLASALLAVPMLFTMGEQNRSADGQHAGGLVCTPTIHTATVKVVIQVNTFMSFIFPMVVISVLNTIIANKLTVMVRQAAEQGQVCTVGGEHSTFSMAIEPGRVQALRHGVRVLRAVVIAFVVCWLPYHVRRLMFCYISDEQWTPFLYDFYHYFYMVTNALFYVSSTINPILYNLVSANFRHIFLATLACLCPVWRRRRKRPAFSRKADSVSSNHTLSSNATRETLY
Yfh1-off respiration – mitochondrial function rescue without frataxin homolog – Friedreich's ataxia, plus single-dose screen, dose response (AID 1465). 0.074% of 220,000 active. fold induction at 50 µM; hits with a dose series show EC50 in µM. S. cerevisiae Yfh1-off respiration, WST-1 reduction, 72 h; higher fold induction means a stronger effect;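 active = fold induction of absorbance versus untreated yeast above a set limit, then at least 30% activation at any dose in follow-up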;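 also: activators that raise dye reduction in frataxin-depleted yeast; strong numbers were not always called active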
ER stress rescue – protection against thapsigargin-triggered cell killing – 384-well, CSM14.1, ATP luminescence, primary screen (AID 1222); cellular ATP content (survival), % at 20 µM; hits with a dose series show EC50 in µM; CSM14.1 thapsigargin-induced death rescue, ATP luminescence; higher % means a stronger effect; 190,000 tested, under 10 active;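 active = EC50 below 50 µM in the dose-response confirmation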;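 also: death triggered by thapsigargin at about 15 µM added after 2 h compound pretreatment; cell ATP read after overnight thapsigargin exposure of roughly 18 to 22 hours; normalized against plate controls of thapsigargin alone and 5% DMSO vehicle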
NTR1 ag cell count 20 µM – further read-out of NTR1 ag, marked with its call; cell count; measured here: cell count, cytotoxicity flag
Numbers without * were called inactive; i = inactive; · = no result given; [ ] = another dose, or the depositor's remark. Rule as the data show it, unless noted: active = inhibition above about 50%; inactive = the rest. A portion of the library; the hit share may differ from the screen's.

Second line of a record – NOD2 inhibition	GPR55 activation	KOR beta-arrestin-1	TNAP activation fold	KOR beta-arrestin-2	NOD1 NF-kB reporter	NTR1 ag	NTR1 ag cell count 20 µM	Yfh1-off respiration	ER stress rescue
CC12CCC(C(=O)NCc3ccco3)(OC1=O)C2(C)C (configuration not stated)
  18%	-0.1%	·	1.1	-30%	-16%	-1.0	46	i	2.0%
CCOc1ccc(C(=O)Nc2ccccc2CC)cc1[N+](=O)[O-]
  21%	-0.2%	-0.2%	1.1	8%	1%	0.6	42	i	0.7%
CCN(CC(=O)Nc1c(F)cccc1F)C(=O)c1ccccc1F
  8%	-0.1%	-3.9%	·	8%	-8%	-0.8	85	·	·
CCN(CCNC(=O)C1CCCN(c2ncnc3c2nc2n3CCCCC2)C1)Cc1ccccc1 (configuration not stated)
  16%	0.2%	1.8%	·	15%	-6%	-0.5	50	·	·
N#Cc1cc(NC2CCCC2)c([N+](=O)[O-])cc1C#N
  28%	0.1%	3.3%	0.8	-52%	44%	4.6	61	i	-1.7%
OC(CNCc1ccc2c(c1)OCO2)COc1ccccc1 (configuration not stated)
  -8%	-0.2%	1.6%	·	1%	-14%	-0.2	51	i	·
CCCNC(=O)c1cnc(-c2ccccc2)nc1-c1ccccc1
  12%	0.5%	-0.2%	·	14%	4%	-0.5	84	·	·
O=C(c1ccco1)N1CCN(C(=S)NCc2ccc(F)cc2)CC1
  2%	-0.1%	1.1%	·	-7%	-17%	0.6	55	·	·
C=CCON/C(CCC)=C1\C(=O)CC(C)(C)CC1=NC
  6%	0.2%	-0.8%	·	-12%	-14%	0.1	52	i	·
Cn1cc(C(=O)c2ccccc2)cc1-c1nc2ccccc2n1C
  5%	0.2%	-1.5%	1	28%	-25%	-3.6	77	i	-0.7%
COc1ccc2nc(/N=C(\N)NC(=O)N3c4ccccc4Sc4ccccc43)nc(C)c2c1
  34%	0.4%	-0.6%	1.1	-42%	-17%	-0.2	65	i	-2.6%
COC(=O)c1ccc(NC(=O)c2cn(-c3cccc(C)n3)cn2)cc1
  -8%	-0.2%	-0.3%	0.9	-9%	-29%	·	·	i	-1.7%
CCCn1cnc2cc(NCc3cccc(OC)c3O)ccc21
  -10%	0.4%	-1.3%	1	-14%	-48%	3.0	74	i	-3.2%
COc1cc(C(=O)NCCOc2ccccc2C)cc(OC)c1OC
  28%	-0.1%	-4.3%	·	2%	-2%	1.7	52	·	·
COc1ccc(NC(=O)CSc2nccn2-c2ccccc2)c(OC)c1
  7%	0.2%	-1.5%	1.1	45%	-26%	0.2	55	i	·
COc1ccc(S(=O)(=O)N2CCCCC2)cc1NC(=O)c1ccco1
  6%	0.3%	4.7%	·	14%	-15%	0.2	69	·	·
Nc1nonc1-n1nnc(C(=O)N/N=C/c2ccncc2)c1-c1cccs1
  18%	-0.1%	0.7%	·	-2%	-21%	0.0	63	·	·
O=C(CSc1nnc2n(C3CCCCC3)c(=O)c3ccccc3n12)OC1CCCCC1
  11%	-0.3%	0.0%	1.1	4%	-6%	5.5	70	i	0.9%
CCOc1ccc(NC(=O)C2CCN(S(=O)(=O)c3ccc4c(c3)N(C(C)=O)CCO4)CC2)cc1
  13%	-0.2%	3.8%	·	1%	-22%	1.5	68	·	·
CCCCN(C)CCCNC(=O)Cn1c(=O)sc2ccccc21
  -2%	0.2%	0.7%	1	-17%	-46%	-1.1	85	i	·
CC(Oc1ccc2c3c(c(=O)oc2c1)CCC3)C(=O)NCCCn1ccnc1 (configuration not stated)
  22%	0.2%	5.5%	·	11%	-13%	0.4	62	·	·
CC(C)c1ccc(C(=O)NC2=NCCS2)cc1
  -125%	-0.3%	4.0%	1.2	6%	-51%	2.1	82	i	-2.6%
CS(=O)(=O)Nc1ccc(C(=O)Nc2ccccc2-c2ccccc2)cc1
  -5%	0.3%	0.1%	·	-16%[20 µM]	25%	0.6	63	·	·
CCOc1ccc(C2=CSC3=NCCN23)cc1Cl
  -4%	-0.1%	1.9%	·	-24%	-37%	0.8	57	·	·
CCOC(=O)c1c(S(=O)(=O)NCC(=O)Nc2ccccc2)c(C)n(C)c1C
  -2%	0.6%	0.8%	·	-11%	-25%	-0.3	75	·	·
Cc1ccc(N(C(C)C(=O)Nc2ccc3c(c2)OCO3)S(C)(=O)=O)cc1 (configuration not stated)
  -1%	-0.2%	0.7%	1	32%	-2%	-0.3	70	i	-2.4%
CCCCc1cc(=O)oc2cc(C)cc(OCC(=O)N3CCC(C(=O)O)(c4ccccc4)CC3)c12
  19%	1.0%	-4.8%	·	-31%[20 µM]	-11%	2.0	85	·	·
COc1ccc2[nH]c(C(=O)O)c(CCNC(C)=O)c2c1
  14%	-0.1%	-0.5%	1.1	1%	-1%	0.9	47	·	-1.1%
O=C(COc1ccccc1Cl)Nc1cnn(Cc2ccccc2)c1
  18%	0.0%	-1.2%	1	-16%	-18%	-1.0	52	i	6.1%
CCOC(=O)C1=C(O)C(=O)N(c2ccc(S(N)(=O)=O)cc2)C1c1ccccc1 (configuration not stated)
  4%	0.2%	9.1%	0.7	-26%	-32%	2.0	50	i	-2.2%

Whole records as entered above. Order of values: NOD2 inhibition, GPR55 activation, KOR beta-arrestin-1, TNAP activation fold, KOR beta-arrestin-2, NOD1 NF-kB reporter, NTR1 ag, NTR1 ag cell count 20 µM, Yfh1-off respiration, ER stress rescue
CC12CCC(C(=O)NCc3ccco3)(OC1=O)C2(C)C (configuration not stated) is listed with 18%, -0.1%, ·, 1.1, -30%, -16%, -1.0, 46, i, 2.0%
COc1ccc(S(=O)(=O)N2CCCCC2)cc1NC(=O)c1ccco1 is listed with 6%, 0.3%, 4.7%, ·, 14%, -15%, 0.2, 69, ·, ·
CCOc1ccc(C2=CSC3=NCCN23)cc1Cl is listed with -4%, -0.1%, 1.9%, ·, -24%, -37%, 0.8, 57, ·, ·

(list continues)
Second line of a record – NOD2 inhibition	GPR55 activation	KOR beta-arrestin-1	TNAP activation fold	KOR beta-arrestin-2	NOD1 NF-kB reporter	NTR1 ag	NTR1 ag cell count 20 µM	Yfh1-off respiration	ER stress rescue
Cc1cc(C(=O)O)oc(=O)c1
  -2%	0.2%	·	·	26%	0%	0.0	48	i	·
CS(=O)(=O)N(CC(=O)N1CCN(Cc2ccc3c(c2)OCO3)CC1)C1CCCCC1
  2%	-0.1%	-3.5%	1.1	0%	-22%	1.3	64	i	1.8%
CC(C)c1onc(C(=O)N2CCOCC2)c1[N+](=O)[O-]
  12%	0.0%	12%	1.1	-32%	-6%	1.3	85	i	-7.1%
Cc1cc(CNC(=O)c2cc(-c3ccccc3)nc3ccccc23)nn1C
  22%	0.6%	-1.6%	1	-88%[20 µM]	22%	2.2	59	i	-1.4%
CC1CCCCN1C(C(=O)O)c1ccccc1 (configuration not stated)
  -7%	-0.2%	11%	1	8%	-27%	-0.6	42	i	-1.4%
CCN1CCCC1CN(Cc1cc2c(C)cc(C)cc2[nH]c1=O)C(=O)NC1CCCCC1 (configuration not stated)
  18%	0.3%	7.4%	1.1	16%	-23%	2.0	32	i	-0.8%
Cc1ccc(S(=O)(=O)CCC(=O)Nc2ccc3nc(C)sc3c2)cc1
  13%	-0.3%	2.7%	1.1	12%	-3%	-0.1	85	i	-2.7%
CCN(CC)CCNC(=O)C1CCN(S(=O)(=O)c2c(C)noc2/C=C/c2ccccc2F)CC1
  16%	-0.1%	9.0%	·	-44%	-48%	1.5	52	·	·
Cc1cc(Br)c(NC(=O)COn2nnc3ccc(S(C)(=O)=O)cc32)c(Br)c1
  13%	-0.3%	-1.6%	1	-9%	-52%	0.2	61	i	1.1%
NC(=O)c1ccc[n+](CC(=O)OCCC23CC4CC(CC(C4)C2)C3)c1
  1%	-0.1%	1.6%	1.1	-28%	-4%	-3.0	75	i	-0.5%
Cc1cc(C)cc(NC(=O)CSc2nccn2Cc2ccco2)c1
  0%	0.3%	-3.2%	·	26%	31%	1.5	74	·	·
C/C(=N/NC(=O)CNC(=O)C1COc2ccccc2O1)c1cccc(O)c1 (configuration not stated)
  -16%	-0.4%	1.1%	1.1	-61%	-12%	-1.4	77	i	0.1%
CC(=O)N1CCN(S(=O)(=O)c2cccc(C(=O)Nc3ccc(C)cn3)c2)CC1
  7%	-0.1%	1.1%	·	-2%	-41%	-0.6	61	·	·
COc1cc(C2C(Oc3ccccc3C)C(=O)N2Cc2ccc(F)cc2)cc(OC)c1OC (configuration not stated)
  -24%	1.2%	-0.2%	1.1	-29%	42%	1.9	39	i	-2.9%
Cc1ccc(CONC(=O)/N=C/N(C)C)cc1
  3%	-0.1%	3.0%	1.1	-41%	6%	-1.0	85	i	1.7%
COc1cccc(NC(=O)Cn2c(=O)c3c(ncn3Cc3ccccc3)n(Cc3ccccc3)c2=O)c1
  -14%	-0.1%	6.1%	0.9	31%	26%	1.2	60	i	-2.4%
CC(=O)N1N=C(c2ccncc2)OC12CCCCCC2
  18%	0.1%	-5.9%	1	-14%	-42%	0.8	46	i	1.1%
COc1ccccc1NC(=O)COC(=O)c1ccc([N+](=O)[O-])s1
  7%	-0.6%	1.4%	1.2	6%	-28%	4.1	51	i	-0.8%
CCOC(=O)CSc1nc(C)[nH]c1[N+](=O)[O-]
  -36%	0.2%	·	0.9	-40%[20 µM]	28%	-1.9	84	i	-1.5%
O=C(C1CCCN1S(=O)(=O)c1cccc2cccnc12)N1CCN(c2ccccc2)CC1 (configuration not stated)
  -51%	-0.2%	-1.8%	0.8	23%	-7%	-3.2	63	i	0.4%
O=C1c2cc(S(=O)(=O)NCCCO)ccc2-c2ccc(S(=O)(=O)NCCCO)cc21
  16%	0.0%	2.5%	1.1	0%	-14%	0.2	19	i	4.0%
COc1cccc(/C(C)=N/NS(=O)(=O)c2ccc(Cl)cc2)c1
  16%	-0.1%	-4.6%	1.1	-53%[20 µM]	-7%	-0.6	97	i	-0.1%
CCN(CC(=O)N1CCN(C)CC1)S(=O)(=O)c1ccc(Cl)cc1
  6%	0.1%	-0.7%	1.1	-11%	-23%	-0.1	55	i	-3.0%
